# Vc quorum ag = inducers of Vibrio cholerae quorum light production without autoinducers, primary screen, BH1578 luxS cqsA deficient, single point | V. cholerae BH1578 lux reporter, luminescence, 6 h | activation, % at 18.7 µM | actives 0.16% (n = 350,000) | AID 588436, 2011; in the data active = activation mostly above about 9.7%, no sharp cut-off; inconclusive = no clear call, values can overlap the other calls; inactive = mostly below about 3.7%; also: not every result past the cut was called active; inactives centre near 0; reference of the scale not given here
# BioA inh = M. tuberculosis BioA enzyme inhibitors, primary screen, biochemical, plate reader, single point, HTS | 7,8-diaminopelargonic acid synthase BioA (Mycobacterium tuberculosis) | purified M. tuberculosis BioA enzyme | inhibition, % at 9.99 µM | actives 0.096% (n = 360,000); in the data active = inhibition above about 40%; inconclusive = no clear call, values can overlap the other calls
# GDH-TPI counter = GDH-TPI coupling enzyme inhibitors, primary screen, artefact control for M. tuberculosis FBA inhibitor project, biochemical, absorbance, full deck | GDH-TPI coupled enzyme counterscreen, NADH absorbance | inhibition, % at 4.8 µM | actives 1.2% (n = 360,000) | AID 588335, 2011; in the data active = inhibition above about 30%;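 also: 0% = DMSO wells and 100% = wells lacking the enzyme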
# TcdB inh = TcdB glycohydrolase inhibitors, primary screen, biochemical, single point, plate reader; TcdB glycohydrolase enzymatic assay; inhibition, % at 9.99 µM; actives 0.24% (n = 350,000); AID 652162, 2013; in the data active = inhibition above about 10%
# PfHsp40 rescue = rescue of yeast from PfHsp40 toxicity, primary screen, S. cerevisiae, ATP luminescence; growth rescue, % at 12.5 µM; S. cerevisiae expressing PfHsp40, growth rescue; actives 0.68% (n = 340,000); in the data active = growth rescue above about 28%, passing the limit was not always enough; inconclusive = no clear call, values can overlap the other calls;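 also: yeast W303a lacking pdr1 and pdr3 grown in galactose medium; growth measured after three days at 30 °C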
# Yp Topo-I inh = Yersinia pestis topoisomerase I inhibitors, primary screen, biochemical, cleavage product accumulation, plate reader, single point | DNA topoisomerase I (Yersinia pestis CO92) | Y. pestis Topo-I cleavage product accumulation | activity, % at 10 µM | actives 0.064% (n = 360,000); in the data active = activity above about 50%, passing the limit was not always enough; inconclusive = no clear call, values can overlap the other calls; also: inactives centre near 2
# Mtb FBA inh = Mtb FBA enzyme inhibitors, primary screen, biochemical, fluorescence, strain H37Rv. Fructose-bisphosphate aldolase (Mycobacterium tuberculosis (strain ATCC 25618 / H37Rv)), …. purified M. tuberculosis FBA, fluorescence read-out. inhibition, % at 1 µM. actives 2.3% (n = 360,000); in the data active = inhibition above about 27%;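 also: 0% = vehicle and 100% = reference inhibitor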
# Target sequence (P9WQA3 whole entry, looked up): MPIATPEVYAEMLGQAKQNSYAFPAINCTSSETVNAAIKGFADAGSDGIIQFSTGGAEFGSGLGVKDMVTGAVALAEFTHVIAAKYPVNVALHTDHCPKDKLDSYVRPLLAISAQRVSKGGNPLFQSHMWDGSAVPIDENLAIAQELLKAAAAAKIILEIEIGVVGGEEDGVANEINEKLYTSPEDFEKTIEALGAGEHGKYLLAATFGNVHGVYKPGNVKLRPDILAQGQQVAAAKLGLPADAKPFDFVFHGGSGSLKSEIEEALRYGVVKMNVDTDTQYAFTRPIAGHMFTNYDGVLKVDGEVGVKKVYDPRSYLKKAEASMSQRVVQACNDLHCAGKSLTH
# FadD28 FP inh = inhibitors of FadD28 bisubstrate probe binding, primary screen, biochemical, fluorescence polarization, single point. inhibition, % at 12.5 µM. actives 0.22% (n = 360,000); in the data active = inhibition above about 8.5%, passing the limit was not always enough; inconclusive = no clear call, values can overlap the other calls
# UGM FP inh = M. tuberculosis UGM enzyme inhibitors, primary screen, biochemical, fluorescence polarization, single point; UDP-galactopyranose mutase (Mycobacterium tuberculosis (strain ATCC 25618 / H37Rv)), …; purified UGM, fluorescence polarization probe displacement; inhibition, % at 10 µM; actives 0.06% (n = 320,000); in the data active = inhibition above about 10%, passing the limit was not always enough; inconclusive = no clear call, values can overlap the other calls
# Target sequence (P9WIQ1 whole entry, looked up): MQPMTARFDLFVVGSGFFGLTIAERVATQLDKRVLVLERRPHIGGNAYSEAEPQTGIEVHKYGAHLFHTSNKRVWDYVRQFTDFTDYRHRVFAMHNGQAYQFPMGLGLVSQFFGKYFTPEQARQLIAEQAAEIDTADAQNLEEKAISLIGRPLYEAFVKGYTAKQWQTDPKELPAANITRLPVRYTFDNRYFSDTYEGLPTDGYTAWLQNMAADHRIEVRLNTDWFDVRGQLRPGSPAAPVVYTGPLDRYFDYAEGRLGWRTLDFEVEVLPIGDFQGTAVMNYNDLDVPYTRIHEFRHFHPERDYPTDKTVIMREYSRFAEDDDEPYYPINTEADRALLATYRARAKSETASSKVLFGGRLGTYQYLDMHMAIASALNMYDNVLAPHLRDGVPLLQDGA
# Numbers without * were called inactive; i = inactive; ? = inconclusive; nt = not tested or not shown.
# Start of the data: the first 5 compounds, to show the layout:
mol,Vc quorum ag,BioA inh,GDH-TPI counter,TcdB inh,PfHsp40 rescue,Yp Topo-I inh,Mtb FBA inh,FadD28 FP inh,UGM FP inh
O=C1c2ccccc2S(=O)(=O)N1CCCN1C(=O)c2ccccc2S1(=O)=O,7.1,-1.1,6.8,1.6,0.0,-10.9,-4.0,-4.3,nt
CCC(C)Sc1nc2c(c(=O)[nH]c(=O)n2C)n1C (stereo unspecified),-0.3,-1.9,0.6,nt,0.2,3.9,-0.8,-2.1,-0.5
COC(=O)c1cnc2c(c1C(=O)OC)c(=O)n(C)c(=O)n2C,-0.1,nt,10.0,-0.2,-0.6,3.2,14.9,0.2,0.2
O=C(N(c1ccccn1)c1ccccn1)C12CC3CC(CC(Cl)(C3)C1)C2,i,3.8,3.1,0.9,1.0,13.8,0.5,-1.5,-0.3
C=CCOc1ccc(/C(O)=C2/C(=O)C(=O)N(CCCn3ccnc3)C2c2cccs2)cc1 (stereo unspecified),i,-0.3,12.8,nt,0.7,-14.3,0.9,-4.5,-0.4

# This part in full (from the top)
mol,Vc quorum ag,BioA inh,GDH-TPI counter,TcdB inh,PfHsp40 rescue,Yp Topo-I inh,Mtb FBA inh,FadD28 FP inh,UGM FP inh
O=C1c2ccccc2S(=O)(=O)N1CCCN1C(=O)c2ccccc2S1(=O)=O,7.1,-1.1,6.8,1.6,0.0,-10.9,-4.0,-4.3,nt
CCC(C)Sc1nc2c(c(=O)[nH]c(=O)n2C)n1C (stereo unspecified),-0.3,-1.9,0.6,nt,0.2,3.9,-0.8,-2.1,-0.5
COC(=O)c1cnc2c(c1C(=O)OC)c(=O)n(C)c(=O)n2C,-0.1,nt,10.0,-0.2,-0.6,3.2,14.9,0.2,0.2
O=C(N(c1ccccn1)c1ccccn1)C12CC3CC(CC(Cl)(C3)C1)C2,i,3.8,3.1,0.9,1.0,13.8,0.5,-1.5,-0.3
C=CCOc1ccc(/C(O)=C2/C(=O)C(=O)N(CCCn3ccnc3)C2c2cccs2)cc1 (stereo unspecified),i,-0.3,12.8,nt,0.7,-14.3,0.9,-4.5,-0.4
N/C(=N\OC(=O)COc1ccc2ccccc2c1)c1ccncc1,i,-0.3,-0.9,nt,11.3,-13.7,0.7,?,-2.6
CCOC(=O)c1ccc(S(=O)(=O)NC2CC2)cc1,-1.8,-0.1,0.8,1.2,-0.6,-4.5,0.7,-3.4,-2.0
CC1CCCC(C)N1/N=C/c1cc(Br)cc(Br)c1O (stereo unspecified),-0.3,-1.8,17.3,nt,-1.1,3.7,-2.4,-3.2,1.5
CCc1nnc(NS(=O)(=O)c2ccc(NC(=S)NC(=O)c3ccc(OC)cc3)cc2)s1,-0.1,6.2,13.8,nt,1.4,13.2,0.5,-2.2,nt
CC(=O)c1c(O)cc(C)n(Cc2ccccc2)c1=O,i,1.3,10.8,nt,1.2,-0.4,3.7,-2.5,-0.4
CCCn1cc(NC(=O)C2CC(c3cccc(Br)c3)=NO2)cn1 (stereo unspecified),i,1.2,1.8,nt,3.0,8.7,-1.3,0.7,2.7
O=C(CCN1C(=O)[C@@H]2Cc3ccccc3CN2C1=O)N[C@@H](C(=O)O)c1ccccc1,-0.4,0.5,-3.5,2.0,-0.5,-7.0,-1.4,-2.3,-1.8
CCOc1cc(S(=O)(=O)NC2CCCCC2)ccc1F,-0.2,-0.1,6.8,nt,88.9*,-3.1,-5.6,-3.3,1.3
Cc1cccc(-n2nc3c(c2NC(=O)c2ccc(S(=O)(=O)N4CCOCC4)cc2)CSC3)c1C,i,-1.8,7.6,nt,-0.4,22.3,-1.3,-1.8,nt
CCN(CC)C(=O)c1cc(Cl)ccn1,-0.2,-0.6,-12.2,-0.4,-1.1,3.3,1.1,-4.5,1.1
COc1ccc(CNC(=O)C(C)OC(=O)CO/N=C(\C)c2ccc3c(c2)OCO3)cc1 (stereo unspecified),0.5,-0.6,-5.0,2.3,0.9,3.9,-2.8,0.4,4.9
Nc1nnc(SCC(=O)OCC(=O)c2ccccc2Br)s1,-0.5,nt,-8.1,0.4,-1.9,-4.0,-7.2,-2.3,1.1
COc1ccc(N2CCN(S(=O)(=O)c3ccc4c(c3)NC(=O)C(C)S4)CC2)cc1 (stereo unspecified),-0.3,1.1,0.0,0.8,0.0,7.7,0.9,-2.0,1.7
CC(=O)c1ccc(NC(=O)C(C)OC(=O)CCCN=C2NS(=O)(=O)c3ccccc32)cc1 (stereo unspecified),-2.8,3.3,-2.8,-5.9,-0.9,1.1,0.0,-0.8,-3.5
COc1ccc(C(=O)N/C(=C\c2ccccc2)C(=O)NCc2cccnc2)cc1,4.0,0.1,4.7,0.8,-2.1,-3.6,-1.2,-1.8,-0.5

# Looked up above:
# `CCOC(=O)c1ccc(S(=O)(=O)NC2CC2)cc1` | FadD28 FP inh = -3.4
# `O=C(CCN1C(=O)[C@@H]2Cc3ccccc3CN2C1=O)N[C@@H](C(=O)O)c1ccccc1` | Mtb FBA inh = -1.4

# (continued)
mol,Vc quorum ag,BioA inh,GDH-TPI counter,TcdB inh,PfHsp40 rescue,Yp Topo-I inh,Mtb FBA inh,FadD28 FP inh,UGM FP inh
c1ccc2c(c1)oc1c(NCCN3CCOCC3)ncnc12,-0.4,1.5,12.8,nt,-1.1,-0.3,0.5,0.7,-2.0
CCOc1cc2[nH]c(=S)n(CCC(=O)NCc3ccco3)c(=O)c2cc1OCC,-0.2,-0.6,3.8,-0.3,-0.7,-0.6,3.0,-1.2,-1.6
CC(C)(C)NC(=O)/C(=C\c1cccnc1)NC(=O)c1ccco1,-0.5,nt,-1.6,1.0,-0.1,-5.1,-2.8,-0.7,-0.5
O=C(c1ccccc1)N(C1=NCCCCS1)c1ccccc1,-1.4,nt,4.5,-4.9,-0.5,7.3,1.4,-2.7,-0.2
CC1CCc2c(C(=O)Nc3ccc(N4CCOCC4)cc3)csc2C1 (stereo unspecified),-0.4,nt,-5.1,1.1,7.7,12.5,-3.8,-0.3,1.2
COc1ccc(/C=C/C(=O)Nc2nc(C)c(C(=O)N(C)C)s2)cc1,-0.3,nt,41.6*,nt,0.3,4.1,-2.7,-4.8,0.6
CCOC(=O)CSc1nnc(Cn2c(=O)sc3ccccc32)n1-c1ccccc1C,-0.3,-1.9,7.9,-1.0,0.8,1.6,4.7,-0.4,0.3
O=C(Nc1cccc(C(=O)N2CCCC2)c1)c1ccccc1Cl,i,0.0,9.6,nt,-1.7,10.5,3.9,1.9,3.1
COc1ccc(OC)c(C2=Nn3c(nnc3-c3ccncc3)SC2)c1,-3.6,nt,2.0,0.7,1.4,8.6,-1.4,-1.9,0.2
CSc1ccccc1C(=O)C1CCCN(C(=O)CCc2cccnc2)C1 (stereo unspecified),-4.1,4.6,0.0,0.3,0.3,1.9,-0.3,-0.8,-0.8

# Compounds from the list above containing a thiophene ring, fused or not (2):
mol,Vc quorum ag,BioA inh,GDH-TPI counter,TcdB inh,PfHsp40 rescue,Yp Topo-I inh,Mtb FBA inh,FadD28 FP inh,UGM FP inh
C=CCOc1ccc(/C(O)=C2/C(=O)C(=O)N(CCCn3ccnc3)C2c2cccs2)cc1 (stereo unspecified),i,-0.3,12.8,nt,0.7,-14.3,0.9,-4.5,-0.4
CC1CCc2c(C(=O)Nc3ccc(N4CCOCC4)cc3)csc2C1 (stereo unspecified),-0.4,nt,-5.1,1.1,7.7,12.5,-3.8,-0.3,1.2
